EBNA-1 inhibitor: blocks EBNA-1 binding to DNA | EBNA-1 DNA binding, fluorescence polarization | inhibition, % at 14.8 µM | hit rate 0.34% among 300,000 | AID 1950; in the data active means inhibition above about 28%
CTSL1 counter: cathepsin L1 inhibition, PFM18AAP counter-screen | recombinant F. hepatica cathepsin L1, Z-Leu-Arg-MCA fluorescence | AID 1906 | inhibition, % at 5.96 µM | hit rate 0.49% among 300,000;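 active means inhibition above the mean of all tested compounds plus 3 SD, set per screening campaign, cut at about 17% in these data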;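 further: 0% = plate median of test compound wells and 100% = 1 µM Z-Phe-Ala-diazomethylketone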
TPT1 inhibitor: inhibitors of Candida albicans tRNA 2'-phosphotransferase TPT1; recombinant caTPT1, FP RNA substrate dephosphorylation; AID 1962; inhibition, % at 5 µM; hit rate 0.81% among 300,000;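 active means inhibition above the mean of all tested compounds plus 3 SD, set per screening campaign, cut at about 24% in these data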;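 further: plate controls were DMSO alone for no effect and ferristatin control at 100 nM for full effect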
core dimer inh: HCV core protein dimerization inhibition | TR-FRET GST/Flag-core106 dimerization, 1536-well | inhibition, % at 5 µM | hit rate 0.33% among 300,000;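 active means inhibition above the mean of all tested compounds plus 3 SD, set per screening campaign, cut at about 45% in these data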
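Material: Tagged HCV core106 pair (GST and Flag) | Amount: GST-core106 13.5 nM, Flag-core106 17 nM | Medium: KF-containing HEPES buffer, pH 7.45, DTT, CHAPS, BSA | Reagent: Eu donor and XL665 acceptor anti-tag antibodies | Schedule: 4 h at 22.5 °C | Technique: Time-resolved FRET, ex 340 nm, em 617 and 671 nm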
GASC-1 inh: blocks human GASC-1 demethylase activity; hit rate 0.069% among 330,000; inhibition, % at 2.35 µM; Q9H3R0; GST-JMJD2C(1-420) H3K9me3 demethylation, DELFIA europium;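 active means more than half of a compound's replicate wells show inhibition beyond 50%, single wells judged on their own value; inconclusive means some, but no more than half, of replicates pass 50% inhibition; inactive means no replicate passes 50% inhibition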;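 further: signal counts dimethyl H3K9 product captured on neutravidin plate; 0% = median of DMSO wells and 100% = 0.3 times that DMSO median; strong numbers were not always called active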
Target sequence (Q9H3R0 1-420 limits assumed): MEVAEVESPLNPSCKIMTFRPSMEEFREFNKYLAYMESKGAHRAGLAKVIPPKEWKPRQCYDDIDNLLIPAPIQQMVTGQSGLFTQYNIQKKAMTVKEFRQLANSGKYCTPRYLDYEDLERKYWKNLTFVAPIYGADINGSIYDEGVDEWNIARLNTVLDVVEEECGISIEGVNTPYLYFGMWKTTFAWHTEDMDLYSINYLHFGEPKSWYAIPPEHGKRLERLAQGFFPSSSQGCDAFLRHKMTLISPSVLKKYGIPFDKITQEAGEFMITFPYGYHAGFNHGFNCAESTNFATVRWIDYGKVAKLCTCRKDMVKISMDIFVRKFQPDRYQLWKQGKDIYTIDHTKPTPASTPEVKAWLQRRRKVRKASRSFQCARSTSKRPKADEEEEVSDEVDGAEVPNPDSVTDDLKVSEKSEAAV
PP1 counter: PP1-alpha (human) inhibition in PP5 counter-screen. purified PP1alpha, OMFP fluorescence. inhibition, % at 6.7 µM. P62136. hit rate 0.9% among 320,000;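 active means inhibition above the mean inhibition of all tested compounds plus 3 SD, computed separately for each screening campaign, cut at about 15% in these data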
ZTA DNA inh: blocks Epstein-Barr virus ZTA, an EBNA-1 counter-screen | ZTA-DNA binding, fluorescence polarization | P03206 | hit rate 0.15% among 320,000 | inhibition, % at 11 µM; in the data active means inhibition above about 33%
PP5 inh: inhibitors of human protein phosphatase 5 (PP5); P53041; hit rate 0.18% among 320,000; purified PP5c, OMFP substrate fluorescence; AID 1987; inhibition, % at 6.7 µM;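 active means inhibition above the campaign's mean inhibition across all tested compounds plus 3 SD, cut at about 9.5% in these data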;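 further: 0% = DMSO only and 100% = 100 µM cantharidin control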
Target sequence (P53041 whole entry, looked up): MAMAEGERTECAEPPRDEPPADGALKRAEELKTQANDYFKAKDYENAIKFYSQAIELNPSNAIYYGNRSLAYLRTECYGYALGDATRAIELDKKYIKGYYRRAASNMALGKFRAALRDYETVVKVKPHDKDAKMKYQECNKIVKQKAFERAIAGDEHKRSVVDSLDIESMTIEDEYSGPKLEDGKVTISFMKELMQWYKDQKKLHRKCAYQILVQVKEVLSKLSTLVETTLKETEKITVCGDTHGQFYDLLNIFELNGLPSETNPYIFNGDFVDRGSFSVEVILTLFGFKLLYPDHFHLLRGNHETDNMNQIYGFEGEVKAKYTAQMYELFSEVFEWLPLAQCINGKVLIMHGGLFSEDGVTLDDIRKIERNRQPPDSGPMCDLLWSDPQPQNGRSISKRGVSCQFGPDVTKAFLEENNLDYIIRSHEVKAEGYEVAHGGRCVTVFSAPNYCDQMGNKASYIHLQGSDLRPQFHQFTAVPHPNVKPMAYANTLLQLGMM
CR mimetic SO: lowers age-related superoxide in aged yeast cells; superoxide response (% of plate mean), % at 10 µM; S. cerevisiae aged cells, superoxide DHE fluorescence; active compounds read low; hit rate 0.18% among 330,000; AID 2690;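 active means superoxide response under a set limit, about three screen SD below normal, cut at about 65% in these data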;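 further: yeast aged for seven days with compound at 30 °C before DHE staining; 100% = average MFI of all compound-treated wells on the plate with controls excluded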
Active calls of the source: *; u = inconclusive; x = not tested or not shown; & = joins results of further samples. Some of the compounds tested; the hit share may differ from the screen's.

1. CC(C)OP(=O)(OC(C)C)C(O)c1ccccc1F (stereo unspecified)
2. CC1CCCN(C(=O)c2ccc(N3CC4CC(C3)c3cccc(=O)n3C4)c([N+](=O)[O-])c2)C1 (stereo unspecified)
3. CNCC(O)c1cc(OCc2ccccc2)c(OCc2ccccc2)cc1F (stereo unspecified)
4. Cc1ccc(/C=C2/C(=O)NC(=O)N(CCc3ccc(F)cc3)C2=O)s1
5. CCOC(=O)C(O)(c1ccc(NC(=S)NC(=O)c2ccc(Cl)cc2Cl)c(C)c1)C(F)(F)F (stereo unspecified)
6. C=CCn1c(O)c(C=NCCN2CCOCC2)c(=O)[nH]c1=S
7. COc1ccc(OC)c(-n2c(O)c(C=Nc3c(C)n(C)n(-c4ccccc4)c3=O)c(=O)[nH]c2=O)c1
8. CC(=O)N(C)CC#CCN1CCCC(CO)C1 (stereo unspecified)
compound no. | 1 | 2 | 3 | 4 | 5 | 6 | 7 | 8
EBNA-1 inhibitor | 0 | -13 | -1 | -6 | -12 | -4 | -4 | 9
CTSL1 counter | -1 | -4 | -4 | -2 | 4 | -1 | 2 | -1
TPT1 inhibitor | 6 | 1 | 0 | 2 | 0 | -2 | 1 | -2
core dimer inh | -9 | -4 | -19 | -3 | 4 | -2 | -1 | -2
GASC-1 inh | -18 | -2 | -11 | 9 | -7 | 3 | -3 | -3
PP1 counter | 0 | 4 | 2 | 0 | 2 | -3 | 3 | -3
ZTA DNA inh | 1 | -1 | -2 | -3 | -7 | 0 | 6 | -14
PP5 inh | 0.0 | -0.2 | 1.1 | 1.1 | 5.3 | 1.9 | 2.4 | 0.4
CR mimetic SO | 84 | 107 | 105 | 89 | 112 | 108 | 97 | 87

9. CCOc1ccccc1N1C(=O)NC(=O)C(CCc2ccncc2)(CCc2ccncc2)C1=O
10. CCCCCCn1c(=O)c(C(=O)Nc2nnc(C)s2)c(O)c2ccccc21
11. O=P(O)(O)Cc1c(Cl)cccc1Cl
12. O=C(N/N=C/c1c(O)n(C2CCCCC2)c(=S)[nH]c1=O)c1ccccc1O
13. O=Cc1cn(Cc2ccccc2[N+](=O)[O-])c2ccccc12
14. CC(C)(C)NS(=O)(=O)c1ccc(OCC(=O)N2CCN(Cc3ccccc3)CC2)cc1
15. Cc1cc([N+](=O)[O-])c2ccccc2[n+]1[O-]
16. Cc1c(N)c(C)c([N+](=O)[O-])c(C)c1[N+](=O)[O-]
compound no. | 9 | 10 | 11 | 12 | 13 | 14 | 15 | 16
EBNA-1 inhibitor | -7 | -2 | -18 | -1 | 2 | 0 | -6 | -4
CTSL1 counter | -3 | -4 | -5 | 1 | 0 | 7 | -2 | -1
TPT1 inhibitor | 0 | 3 | -2 | 7 | -2 | 4 | -1 | 0
core dimer inh | 16 | -1 | -3 | 10 | 1 | -1 | -5 | 1
GASC-1 inh | -5 | -6 | 7 | 13 | 0 | 4 | -11 | 0
PP1 counter | 2 | -4 | 2 | 3 | -1 | -2 | -2 | 2
ZTA DNA inh | 19 | -5 | -8 | 13 | 0 | -3 | -2 | 9
PP5 inh | 1.4 | 5.2 | 1.6 | 0.7 | 3.5 | 0.6 | -1.0 | 0.3
CR mimetic SO | 107 | 91 | 99 | 142 | 95 | 103 | 104 | 115

17. Cn1c(O)c(/C=N/c2ncccn2)c(=O)n(C)c1=O
18. NP(=O)(OCCCCc1ccccc1)Oc1ccccc1Cl (stereo unspecified)
19. C/C1=C\[C@@H](C)C/C=C/[C@H]2[C@@H]3O[C@]3(C)[C@@H](C)[C@H]3[C@H](Cc4c[nH]c5ccccc45)NC(=O)[C@]32C(=O)/C=C/C(=O)[C@@H]1O
20. CCN1CC2(COC(=O)c3ccccc3N)CCC(OC)C34C5CC6C(OC)CC(O)(C5C6OC)C(O)(C(OC)C23)C14 (stereo unspecified)
21. Cc1ccc(NC(=O)[C@@H](NC(=O)N2C[C@H]3C[C@@H](C2)c2cccc(=O)n2C3)C(C)C)cc1
22. O=C1NC(=O)C2(Cc3ccccc3N3CCCC32)C(=O)N1c1ccccc1 (stereo unspecified)
23. O=C1NC(=O)[C@]2(Cc3ccccc3N3CCN(c4ccccc4)CC32)C(=O)N1c1ccccc1 (stereo partly specified)
24. CC[C@H]1CC2CN3CCc4c([nH]c5ccccc45)C(C(=O)OC)(C2)C13 (stereo partly specified)
compound no. | 17 | 18 | 19 | 20 | 21 | 22 | 23 | 24
EBNA-1 inhibitor | -7 | 16 | 4 | 2 | 2 | -10 | 1 | -16
CTSL1 counter | -5 | -4 | 1 | 2 | 1 | 0 | 0 | -1
TPT1 inhibitor | 6 | -1 | 0 | 1 | 3 | -2 | 5 | -1
core dimer inh | -5 | 1 | 0 | 3 | 2 | 7 | 24 | -8
GASC-1 inh | 53 | u | 6 | -10 | 22 | u | 13 | -1
PP1 counter | -5 | -1 | 0 | -3 | -2 | -7 | 7 | 2
ZTA DNA inh | -4 | 1 | 12 | 1 | 5 | 5 | 8 | -1
PP5 inh | 3.0 | 1.9 | 1.2 | -1.0 | 2.0 | -2.8 | 1.1 | 3.8
CR mimetic SO | 120 | 99 | 98 | 101 | 102 | 107 | 119 | 116

25. CC1CCC(C(C)C)C(OC(=O)Cn2c(COc3ccccc3)[n+](C)c3ccccc32)C1 (stereo unspecified)
26. CCOc1ccc(CN2CCCC(C(=O)c3ccccc3OC)C2)cc1 (stereo unspecified)
27. CC(C)N1CCN(Cc2ccccc2C(F)(F)F)CC1CCO (stereo unspecified)
28. COc1ccc(-n2c(-c3ccco3)nc3ccccc3c2=O)cc1
29. c1ccc(CN2CCc3nc4ccccc4cc3C2)cc1
30. COC(=O)C1=C(c2ccc(S(C)(=O)=O)cc2)C[C@@H]2CC[C@H]1N2C(=O)N1CCCC1
31. CCNc1cc(N2CCNCC2)ccc1[N+](=O)[O-]
32. O=C(c1ccc(-c2ccccc2)c(F)c1)C1CCCN(CCO)C1 (stereo unspecified)
compound no. | 25 | 26 | 27 | 28 | 29 | 30 | 31 | 32
EBNA-1 inhibitor | -1 | -8 | -1 | 6 | 5 | -4 | 3 | 2
CTSL1 counter | 0 | 0 | 4 | -1 | -8 | -1 | -1 | -1
TPT1 inhibitor | 0 | 2 | -1 | -2 | -10 | 0 | 4 | 0
core dimer inh | -5 | -9 | -6 | -17 | -4 | -1 | -2 | -6
GASC-1 inh | 4 | 7 | -1 | 6 | 1 | -2 | 0 | 4
PP1 counter | 15 | -3 | 2 | 5 | 0 | 2 | -3 | 2
ZTA DNA inh | 10 | 1 | 3 | -3 | -12 | 2 | -7 | -4
PP5 inh | 1.7 | 3.5 | 1.7 | 2.7 | -0.9 | 1.6 | 3.5 | 0.5
CR mimetic SO | 116 | 94 | 94 | 81 | 89 | 98 | 105 | 85

33. Cc1nc2c(C(=O)N3CCC4(CC3)OCCO4)cnn2c(C)c1Cc1cccc(Cl)c1
34. CC(C)OC1CCCC(O)C1CC(=O)O (stereo unspecified)
35. c1ccc2c3c([nH]c2c1)CNCC3
36. COC(=O)CNC(=O)c1cn(CCC#N)nc1-c1ccc(F)cc1
37. O=S(=O)(c1ccc(Cl)cc1)N1CCCCC1c1cccnc1 (stereo unspecified)
38. COc1ccc(C(=O)Cn2c(NCCCl)nc3ccccc32)cc1
39. O=C1NC(=S)NC(=O)C1=Cc1ccc2c(c1)CCN2CCCCl
40. COc1ccc(N=Cc2c(O)n(-c3ccc(C)cc3)c(=O)[nH]c2=O)cc1
compound no. | 33 | 34 | 35 | 36 | 37 | 38 | 39 | 40
EBNA-1 inhibitor | -3 | 0 | -6 | -15 | -3 | -7 | 20 | 1
CTSL1 counter | -5 | -6 | 0 | -3 | -2 | -4 | 6 | -1
TPT1 inhibitor | 5 | -4 | 4 | 0 | -2 | 0 | 6 | -2
core dimer inh | 2 | -4 | 1 | -1 | 0 | -11 | 65* | 5
GASC-1 inh | 9 | 4 | -13 | -5 | 34 | 15 | 17 | -2
PP1 counter | -4 | 1 | 1 | 8 | -2 | -3 | 0 | -3
ZTA DNA inh | 13 | -26 | -5 | 2 | 6 | -4 | 13 | 15
PP5 inh | 1.4 | -0.7 | 1.2 | -0.8 | 0.1 | 0.1 | 1.2 | 5.0
CR mimetic SO | 98 | 110 | 102 | 113 | 87 | 97 | 105 | 101

41. Cc1nc2cc(F)ccc2n1C1CCN(Cc2nnnn2CCc2ccccc2)CC1
42. CCCCCCC(=O)N/N=C/c1c(O)n(CCCC)c(=S)[nH]c1=O
43. CCOC(=O)C1=Nc2ccccc2/C1=C\c1c(O)n(C)c(=O)n(C)c1=O
44. Cc1cc2c(C(F)(F)F)cc(=O)oc2c2c1NCCC2
45. COCCn1cc(C(=O)N2CCC3(CC2)OCCO3)c2c3ccccc3n(C)c2c1=O
46. c1ccc2c(c1)[nH]c1cnccc12
47. CCN(CC)CCNCC(=O)Nc1ccc(Cl)cc1C(=O)c1ccccc1
48. CCNCC(O)c1cccc(O)c1 (stereo unspecified)
compound no. | 41 | 42 | 43 | 44 | 45 | 46 | 47 | 48
EBNA-1 inhibitor | -3 | 12 | -3 | -12 | -5 | -9 | -1 | -8
CTSL1 counter | -3 | 3 | -1 | -3 | -5 | 4 | -4 | 1
TPT1 inhibitor | 3 | 19 | 6 | -22 | 0 | -9 | -3 | -2
core dimer inh | -2 | -1 | 5 | 6 | 3 | -8 | 1 | 4
GASC-1 inh | 18&-11 | 9 | u | -1 | -4 | 6 | 15 | 1
PP1 counter | 6 | 14 | -2 | 1 | -6 | -1 | 4 | -2
ZTA DNA inh | 9 | -2 | -3 | 3 | -4 | -13 | -6 | 8
PP5 inh | 1.8 | 3.5 | 1.4 | 1.4 | 0.0 | 1.7 | -1.2 | 2.3
CR mimetic SO | 102 | 76 | 93 | 101 | 108 | 110 | 107 | 109

Compound profiles, from the list above. Screens in order: EBNA-1 inhibitor	CTSL1 counter	TPT1 inhibitor	core dimer inh	GASC-1 inh	PP1 counter	ZTA DNA inh	PP5 inh	CR mimetic SO
Entry for Cc1nc2cc(F)ccc2n1C1CCN(Cc2nnnn2CCc2ccccc2)CC1 → -3	-3	3	-2	18&-11	6	9	1.8	102
Entry for c1ccc2c(c1)[nH]c1cnccc12 → -9	4	-9	-8	6	-1	-13	1.7	110
Entry for CCOC(=O)C1=Nc2ccccc2/C1=C\c1c(O)n(C)c(=O)n(C)c1=O → -3	-1	6	5	u	-2	-3	1.4	93
Entry for COCCn1cc(C(=O)N2CCC3(CC2)OCCO3)c2c3ccccc3n(C)c2c1=O → -5	-5	0	3	-4	-6	-4	0.0	108

More results follow:
49. COC(=O)C1=C(c2cccc(OCc3ccccc3)c2)C[C@@H]2CC[C@H]1N2C(=O)NC1CCN(Cc2ccccc2)CC1
50. CCN(CC)c1ccc(/C=N/c2sc3c(c2C#N)C2CCN3CC2)c(O)c1
51. CN(C)CC1CCCCC1OC(=O)Cc1ccc(Cl)c([N+](=O)[O-])c1 (stereo unspecified)
52. CC(=O)N1N=C(c2cccnc2)OC1c1ccccc1Cl (stereo unspecified)
53. CC1(C)C2([N+](=O)[O-])CN3CN(C2)CC1([N+](=O)[O-])C3
compound no. | 49 | 50 | 51 | 52 | 53
EBNA-1 inhibitor | x | 1 | 1 | 3 | 10
CTSL1 counter | x | 4 | -3 | 2 | -2
TPT1 inhibitor | x | 161* | 1 | -1 | 1
core dimer inh | x | -5 | -3 | 0 | -2
GASC-1 inh | x | -20 | -13 | 2 | -3
PP1 counter | 5 | 0 | 3 | -2 | -1
ZTA DNA inh | -11 | 8 | 11 | 5 | 6
PP5 inh | 2.9 | -3.0 | 3.0 | 0.1 | -0.8
CR mimetic SO | 93 | 99 | 84 | 99 | 90

Screening data deposited in PubChem BioAssay by several laboratories.
